TcdB GH inh: inhibitors of Clostridioides difficile toxin B glycohydrolase; P18177; TcdB glycohydrolase enzymatic assay, plate reader; inhibition, % at 9.99 µM; 0.24% of 350,000 active; AID 652162; in the data active = inhibition above about 10%
* = called active by the depositor; & = joins results of further samples.

SMILES	TcdB GH inh
COCc1[nH]nc2c1C(c1ccc(Br)cc1)N(Cc1ccccc1)C2=O (centres undefined)	1.7
C[C@H]1CCCCO[C@@H](CN(C)C(=O)Cc2ccccc2)[C@@H](C)CN([C@@H](C)CO)C(=O)c2cc(NC(=O)c3ccncc3)ccc2O1	0.7
O=C(N[C@@H]1CC[C@H](CCNS(=O)(=O)c2cccc(Cl)c2)O[C@H]1CO)c1ccccc1	-0.6
O=C1NC[C@H](CCCCN2C[C@H](Cc3ccc(O)cc3)N(CCc3ccccc3)C(=O)C2=O)N(CCc2ccc(O)cc2)C1=O	3.2
O=C(c1cnccn1)N1CC(=O)N2[C@@H](CO)[C@H](c3ccc(/C=C/c4ccccc4)cc3)[C@@H]2C1	1.0
COc1cccc(-c2ccc(C3[C@H]4CNC[C@@H]3N4C(=O)Nc3ccccc3Cl)cc2)c1 (some centres undefined)	-1.1&0.3
CC(C)NC(=O)C1(C)CN(S(C)(=O)=O)CC(=O)N1Cc1cccs1 (centres undefined)	2.5
CO[C@H]1CN(C)C(=O)c2ccc(NS(=O)(=O)c3ccc(Cl)cc3)cc2OC[C@H](C)NC[C@@H]1C	-0.7

The last 4 records of the part above are carried over, then new ones follow.
SMILES	TcdB GH inh
O=C(c1cnccn1)N1CC(=O)N2[C@@H](CO)[C@H](c3ccc(/C=C/c4ccccc4)cc3)[C@@H]2C1	1.0
COc1cccc(-c2ccc(C3[C@H]4CNC[C@@H]3N4C(=O)Nc3ccccc3Cl)cc2)c1 (some centres undefined)	-1.1&0.3
CC(C)NC(=O)C1(C)CN(S(C)(=O)=O)CC(=O)N1Cc1cccs1 (centres undefined)	2.5
CO[C@H]1CN(C)C(=O)c2ccc(NS(=O)(=O)c3ccc(Cl)cc3)cc2OC[C@H](C)NC[C@@H]1C	-0.7
COc1ccc(CCN2C(=O)c3ccccc3C2c2nnnn2C(C)C)cc1OC (centres undefined)	1.8
COc1ccc2c3c([nH]c2c1)[C@H](CO)NCC31CCN(C(=O)C2CCCC2)CC1	0.3
COc1ccc2c3c(n(C)c2c1)[C@@H](CO)N(C(=O)c1ccccn1)CC31CN(C(=O)Cc2ccccc2)C1	0.4
CC1=C(C(=O)N2CCCCCC2)CC(CC(=O)NCc2cccc3ccccc23)C(=O)N1CCC1=CCCCC1 (centres undefined)	0.8
CCC(=O)N1CC2(C1)[C@H](c1ccccc1)[C@H](CO)N2CC1CC1	-0.5
CC1CCN(CCNC(=O)c2ccc3c(=O)n(CCc4ccccc4)c(=O)[nH]c3c2)CC1	1.4
N#C[C@H]1[C@@H](c2ccccc2-c2ccccc2)[C@@H](CO)N1c1ncc(-c2ccccc2)s1	-0.6
O=C(N[C@H](C(=O)N1CCC[C@H]1C(=O)NC1CCCC1)C1CCCCC1)c1ccc(Cl)c(Cl)c1	-0.7
CCCNC(=O)N1CC2(CN(CC3CCCCC3)C2)c2c(n(C)c3cc(OC)ccc23)[C@@H]1CO	0.9
COc1ccc(-c2ccc([C@H]3[C@H](CO)N4C(=O)CN(C(=O)c5ccccc5)C[C@@H]34)cc2)cc1	0.3
COCC(=O)N1[C@H](C#N)[C@H](c2ccccc2-c2cccc(C)c2)[C@H]1CO	1.8
O=C(c1ccncc1)N1CC2(C1)[C@H](c1ccccc1)[C@@H](CO)N2CC1CCOCC1	-0.1
COC(=O)[C@@]12C[C@@H](CC(=O)NCc3ccccc3)C(=O)N(Cc3cccc4ccccc34)C1=CCC(C)(C)C2	1.2
CCc1cc2c(nc1CC)CCCN2S(=O)(=O)c1ccc(F)cc1	1.6
N#C[C@@H]1[C@H](c2ccccc2C2=CCCC2)[C@@H](CO)N1C(=O)C1CCC1	-0.4
COc1ccc2c3c(n(C)c2c1)[C@@H](CO)N(C(=O)c1ccc(F)cc1)CC31CN(CC2CC2)C1	-0.4
CCCCOCC1CN(CCCC)S(=O)(=O)c2c(Oc3ccc(F)cc3)cccc2O1 (centres undefined)	0.6
Cc1cccc(C)c1NC(=O)C(C1CC1)n1c(-c2ccc(=O)[nH]c2)nc2ccccc21 (centres undefined)	-0.8
Cc1ccccc1-c1ccc([C@@H]2[C@H]3CN(S(C)(=O)=O)CC(=O)N3[C@H]2CO)cc1	1.1
Cc1ccc(C(=O)NC(C#N)=C(Cl)Cl)cc1	-0.7
C[C@H]1CN([C@@H](C)CO)C(=O)c2cccc(NS(=O)(=O)c3ccccc3)c2O[C@H]1CN(C)S(=O)(=O)c1cn(C)cn1	0.4
CCCCOCCCNC(=O)C[C@@H]1C[C@@]2(C(=O)OC)CCCCC=C2N(CCC2=CCCCC2)C1=O	1.9
COc1cccc(C#Cc2ccc([C@@H]3[C@@H](CO)N4C(=O)CN(C(C)=O)C[C@@H]34)cc2)c1	0.7
O=C(c1ccccc1F)N1CC(=O)N2[C@H](C1)[C@@H](c1ccc(-c3cccnc3)cc1)[C@@H]2CO	1.9
COc1ccc2c3c(n(C)c2c1)[C@@H](CO)N(CC1CCCCC1)CC31CCN(C(=O)CN(C)C)CC1	-2.5
CCOC(=O)[C@]12CCC=C1N(Cc1ccc(Cl)cc1Cl)C(=O)[C@H](CC(=O)NCCCN1CCCC1=O)C2	1.1
COCCCN1C(=O)C(CC(=O)NCCc2ccccn2)CC(C(=O)N2CCCCCC2)=C1C (centres undefined)	0.4
COc1ccc(Nc2c(CC(C)C)nc3nc(C)cc(C)n23)cc1	-14.0
COc1ccc2c3c([nH]c2c1)[C@@H](CO)N(S(C)(=O)=O)CC31CCN(C(=O)Nc2ccccc2)CC1	1.5
CCNC(=O)[C@@H]1[C@@H](CO)[C@@H]2Cn3c(ccc(-c4cccc(C(=O)N(C)C)c4)c3=O)[C@H]1N2	-1.0
COc1ccc(NC(=O)Nc2cccc3c2O[C@@H](CN(C)C(=O)Nc2ccccc2)[C@@H](C)CN([C@H](C)CO)C3=O)cc1	-1.7
COc1ccc(CNC(=O)N(C)C[C@@H]2OCc3ccccc3-c3c(n(C)c4ccccc34)C(=O)N([C@@H](C)CO)C[C@@H]2C)cc1	1.1
COc1ccc([C@H]2C[C@H](O)C[C@@H](CCn3cc(-c4ccccc4)nn3)O2)cc1	-0.1
COc1ccc(S(=O)(=O)N(C)C[C@@H]2Oc3ccc(NS(=O)(=O)c4ccccc4)cc3CC(=O)N([C@@H](C)CO)C[C@H]2C)cc1	1.5
COc1ccc(CNC(=O)[C@@H](Cc2ccccc2)NC(=O)[C@H]2O[C@@H](n3cnc4c(=O)[nH]c(N)nc43)[C@H](O)[C@@H]2O)cc1	-1.3
COC(=O)[C@]12C[C@H](CC(=O)NCCCN3CCCC3=O)C(=O)N(CCC3=CCCCC3)C1=C[C@H](COCc1ccccc1)O[C@@H]2C	1.7
COCC(=O)N1[C@H](C#N)[C@H](c2ccccc2-c2ccccc2F)[C@H]1CO	0.2
COC(=O)N1C[C@H](OC(=S)Nc2ccc(OC)cc2OC)[C@H]2C[C@@H]1c1ccccc1O2	1.3
C[C@H](CO)N1C[C@H](C)[C@H](CN(C)C(=O)Nc2ccc(F)cc2)Oc2ccc(NC(=O)Cn3cnnn3)cc2C1=O	0.0
C[C@@H]1CCCCO[C@@H](CN(C)Cc2ccc(C(=O)Nc3ccccc3N)cc2)[C@@H](C)CN([C@H](C)CO)C(=O)c2cc(NC(=O)Nc3ccc(C(F)(F)F)cc3)ccc2O1	2.7
NCC[C@H]1CC[C@H](NC(=O)C2CC2)[C@@H](CO)O1	-3.0
COc1ccc2c3c(n(C)c2c1)[C@H](CO)N(Cc1ccccc1OC)CC31CN(C)C1	-2.8
C[C@@H]1CN([C@H](C)CO)C(=O)c2cc(NC(=O)Nc3ccc(C(F)(F)F)cc3)ccc2O[C@H]1CN(C)Cc1ccc(C(=O)Nc2ccccc2N)cc1	-0.8
Cc1ccccc1-c1ccc(C2[C@H]3CNC[C@@H]2N3S(=O)(=O)Cc2ccccc2)cc1 (some centres undefined)	-1.8
COC(=O)C[C@@H]1OC[C@H](C)N1S(=O)(=O)c1ccc(C)cc1	0.2
O=C(C[C@@H]1C[C@@H]2c3cc(NC(=O)NC4CCCCC4)ccc3O[C@@H]2[C@H](CO)O1)NC1CCCCC1	-0.1
O=C(C1CCC1)N1C[C@@H]2N[C@H](C1)C2c1ccc(-c2ccncc2)cc1 (some centres undefined)	-0.8
COCC(=O)N1[C@H](C#N)[C@@H](c2ccccc2C2=CCCCC2)[C@@H]1CO	2.0
COc1cccc(C(=O)Nc2ccc3c(c2)OC[C@H](C)N(C(C)=O)C[C@@H](C)[C@H](OC)CN(C)C3=O)c1	-1.2
O=C(Nc1cccc(F)c1)N1CC(=O)N2[C@H](C1)[C@H](c1ccc(C#Cc3cccnc3)cc1)[C@@H]2CO	0.3
C[C@@H](NC(=O)[C@@H]1CCCN1C(=O)OC(C)(C)C)c1ccccc1	1.6
COc1ccc(NC(=O)N2CC(=O)N3[C@H](CO)[C@H](c4ccc(C#CCC5CCCC5)cc4)[C@@H]3C2)cc1	0.8
C[C@H](CO)N1C[C@H](C)[C@H](CN(C)C(=O)Nc2ccc(C(F)(F)F)cc2)Oc2ccc(NC(=O)CCCCCC(=O)Nc3ccccc3N)cc2C1=O	1.0
CCCN(C)C[C@@H]1Oc2ncc(-c3ccccc3OC)cc2C(=O)N([C@@H](C)CO)C[C@H]1C	0.4
CCc1ccc(C2=CC(=O)CC(C)(C)C2=O)cc1	0.1
Cc1ccc2nc(-c3ccco3)c(Cc3ccccc3C(F)(F)F)n2c1	1.7

The list goes on.
SMILES	TcdB GH inh
O=C(c1ccccc1F)N1CC2(C1)[C@H](c1ccccc1)[C@@H](CO)N2CC1CCOCC1	0.3
Cc1ccc(S(=O)(=O)N(C)C[C@H]2Oc3ccc(NC(=O)CCCCCC(=O)Nc4ccccc4N)cc3C(=O)N([C@H](C)CO)C[C@H]2C)cc1	1.7
C[C@@H]1CN([C@H](C)CO)C(=O)c2cc(NS(=O)(=O)c3ccc(Cl)cc3)ccc2O[C@H]1CN(C)Cc1ccc(C(=O)Nc2ccccc2N)cc1	-1.8
COc1ccc(C=C(C#N)C(=O)c2ccccc2)cc1	0.8
O=C(N[C@@H](Cc1cccnc1)C(=O)N1CCC[C@H]1C(=O)NCCc1ccccc1Cl)c1cccs1	1.2
CCCNC(=O)N1CC2(CCN(C(=O)c3ccncc3)CC2)c2c([nH]c3cc(OC)ccc23)[C@H]1CO	0.0
CC(C)n1nnnc1C1c2ccccc2C(=O)N1Cc1ccccc1 (centres undefined)	-0.8
CCOC(=O)CN1C(=O)[C@]2(OCCC=C[C@H]2C)c2c(Br)cccc21	2.0
COCCN1C(=O)CCC1(C)c1nnnn1-c1ccc2c(c1)OCCO2 (centres undefined)	0.4
CC(C)C[C@H]1CN(CCCC[C@H]2CNC(=O)C(=O)N2CCc2ccc(O)cc2)C(=O)C(=O)N1Cc1ccccc1	2.5
COC(=O)C[C@H]1C=C[C@H](NC(=O)Nc2ccccc2OC)[C@@H](CO)O1	0.7
CCOC(=O)[C@]12Cc3cc(C)ccc3[C@H]1N(C1CCCCC1)C(=O)c1cc(OC)ccc12	0.2
O=C(Nc1ccc(F)cc1)C(c1cccc(F)c1)N1CCN(Cc2c(F)cccc2Cl)CC1 (centres undefined)	-0.7
COC(=O)[C@]12CCCCC=C1N(CCC1=CCCCC1)C(=O)[C@H](CC(=O)NCCCN1CCCC1=O)C2	1.0
N#Cc1ccc(-c2ccc([C@@H]3[C@H](CO)N4C(=O)CN(C(=O)C5CC5)C[C@@H]34)cc2)cc1	0.0
CCCC(=O)N1CC2(CN(C)C2)c2c(n(C)c3cc(OC)ccc23)[C@H]1CO	1.3

3 structures already listed, ordered by molar mass, smallest number first.
SMILES	TcdB GH inh
COCC(=O)N1[C@H](C#N)[C@H](c2ccccc2-c2ccccc2F)[C@H]1CO	0.2
O=C(c1ccccc1F)N1CC(=O)N2[C@H](C1)[C@@H](c1ccc(-c3cccnc3)cc1)[C@@H]2CO	1.9
C[C@H]1CCCCO[C@@H](CN(C)C(=O)Cc2ccccc2)[C@@H](C)CN([C@@H](C)CO)C(=O)c2cc(NC(=O)c3ccncc3)ccc2O1	0.7

Additional entries follow.
SMILES	TcdB GH inh
O=C(c1ccncc1)N1CC2(C1)[C@@H](c1ccccc1)[C@@H](CO)N2C(=O)c1ccncc1	0.4
COCC#Cc1ccc([C@@H]2[C@@H](C#N)N(C(=O)NC3CCCCC3)[C@@H]2CO)cc1	-0.2
CCCCCNC(=O)C(c1ccnc2ccccc12)n1c(=O)c(-c2cc3ccccc3[nH]2)nc2ccccc21 (centres undefined)	-0.8
CCC(=O)N1CC(=O)N2[C@H](CO)[C@@H](c3ccc(C#CCc4ccccc4)cc3)[C@H]2C1	-1.4
Cc1cccc(C)c1OCc1nnc(SCC(=O)O)n1-c1c(C)cccc1C	-1.3
C/C=C/c1ccc([C@@H]2[C@H](CO)N(CC3CC3)C23CN(C(=O)c2ccc4c(c2)OCO4)C3)cc1	0.0
CCC(=O)NC[C@@H]1[C@@H](c2ccc(-c3ccc(OC)cc3)cc2)[C@@H](CO)N1C(C)=O	0.8
COc1ccc(NC(=O)Nc2ccc3c(c2)CC(=O)N([C@H](C)CO)C[C@@H](C)[C@H](CN(C)S(=O)(=O)c2ccccc2)O3)cc1	-0.4
C[C@H](CO)N1C[C@H](C)[C@H](CN(C)Cc2ccc(F)cc2)OCc2ccccc2-c2c(n(C)c3ccccc23)C1=O	0.3
O=C(c1ccccn1)N1CC(=O)N2[C@@H](CO)[C@H](c3ccc(C#CCc4ccccc4)cc3)[C@@H]2C1	0.2
COc1cccc(-c2ccc([C@@H]3[C@H]4CN(C(=O)c5ccncc5)CC(=O)N4[C@H]3CO)cc2)c1	1.5
COc1cccc(CN2CCC3(CC2)CN(C(=O)C2CC2)[C@H](CO)c2[nH]c4cc(OC)ccc4c23)c1	2.9
COC(=O)C1=CN(c2ccc(C(C)(C)C)cc2)C(N)=C(C#N)C1c1ccc(OC)cc1 (centres undefined)	-0.8

Compound activity (PubChem)

Only part of the results is shown. The share of hits here may be higher or lower than overall.
